Assay outcomes (PubChem BioAssay)
GPR7 antag: blocks human GPR7 receptor signaling. 1.1% of 290,000 active. GPR7-expressing cells, fluorescence antagonist assay. inhibition, % at 4.4 µM. P48145; in the data active = inhibition above about 16%, passing the limit was not always enough;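 also: cells stimulated with the agonist NPW; 0% = agonist with vehicle and 100% = vehicle without agonist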
Target sequence (P48145 whole entry, looked up): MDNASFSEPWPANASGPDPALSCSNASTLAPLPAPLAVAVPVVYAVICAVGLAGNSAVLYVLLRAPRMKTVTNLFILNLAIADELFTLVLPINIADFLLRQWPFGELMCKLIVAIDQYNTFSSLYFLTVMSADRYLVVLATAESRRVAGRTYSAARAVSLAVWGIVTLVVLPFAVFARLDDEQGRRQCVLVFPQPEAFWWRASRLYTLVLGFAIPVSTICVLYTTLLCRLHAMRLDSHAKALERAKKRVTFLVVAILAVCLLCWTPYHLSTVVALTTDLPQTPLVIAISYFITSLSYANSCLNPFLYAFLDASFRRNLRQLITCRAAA
IMP-1 inh: blocks Pseudomonas aeruginosa IMP-1 metallo-beta-lactamase; purified IMP-1, nitrocefin hydrolysis, epi-absorbance fluorescence; inhibition, % at 5.6 µM; 0.45% of 290,000 active; AID 1556;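 active = inhibition above the mean plus 3 SD of all compounds in the same screening run, cut at about 4.5% in these data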;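 also: 0% = IMP-1 with DMSO and 100% = DMSO wells lacking enzyme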
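Assay system: purified IMP-1; Quantity: IMP-1 0.2 nM before substrate addition; Medium: HEPES buffer pH 7.1 with ZnSO4 and Brij 35; Incubation: 15 min enzyme–compound preincubation, then 25 min nitrocefin reaction, 25 °C; Signal: fluorescence quenching readout, ex 480/em 530 nm; Controls: DMSO with and without IMP-1; Repeats: singlicate testing.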
GalR3 antagonist: human GalR3 antagonism | O60755 | HEK293 GalR3-CNG cAMP membrane potential fluorescence; galR3 body fused to GalR1 C-terminus | inhibition, % at 3 µM | 0.44% of 360,000 active | AID 651719;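 active = inhibition above the screen-wide average plus 3 SD, cut at about 13% in these data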;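 also: forskolin and galanin both at EC90 stimulate the cells; cAMP rise reported by CNG channel membrane potential dye signal; 0% = forskolin plus galanin with DMSO and 100% = forskolin alone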
VIM-2 inh: blocks Pseudomonas aeruginosa VIM-2 metallo-beta-lactamase; purified VIM-2, nitrocefin hydrolysis, epi-absorbance fluorescence; inhibition, % at 5.6 µM; 0.89% of 290,000 active;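 active = inhibition above the mean of all tested compounds plus 3 SD, cutoff set per screening run, cut at about 7.5% in these data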;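 also: red hydrolysis product quenches plate fluorescence so inhibitors raise well fluorescence; 0% = enzyme with DMSO and 100% = DMSO without enzyme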
HCV NS3 hel inh: blocks Hepatitis C virus NS3 helicase unwinding | NS3 helicase DNA unwinding, Cy5 molecular beacon fluorescence | inhibition, % at 10.9 µM | 0.56% of 290,000 active;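 active = inhibition above the mean of all tested compounds plus 3 SD, set per campaign, cut at about 35% in these data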;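 also: 0% = DMSO wells and 100% = thioflavine S control wells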
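Measured by: Cy5 fluorescence, 0 and 60 min reads / Assay system: NS3 helicase fragment of HCV / Control set: low DMSO, high thioflavine S at 110 µM / Times: 1 h reaction at 25 °C, ATP-initiated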
OXTR agonist: human OXTR agonism | P30559 | CHO-OTR cells, Fluo-8 calcium fluorescence; normalized: DMSO 0%, oxytocin 100% | activation, % at 3 µM | 0.32% of 320,000 active | AID 2435;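 active = activation above the mean of all tested compounds plus 3 SD, cutoff set per screening run, cut at about 20% in these data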;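 also: peak over basal fluorescence ratio from a 100 s FLIPR kinetic read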
V1R ag counter: counter-screen for oxytocin receptor agonists: human V1a receptor agonists | P37288 | CHO-V1R cells, Fluo-8 calcium fluorescence, agonist mode; 0% DMSO, 100% 3 nM vasopressin | activation, % at 3 µM | 0.25% of 320,000 active;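 active = activation above the mean activation of all tested compounds plus 3 SD, per screening run, cut at about 20% in these data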;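 also: signal is peak over basal fluorescence ratio across a 100 second FLIPR read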
Target sequence (P37288 whole entry, looked up): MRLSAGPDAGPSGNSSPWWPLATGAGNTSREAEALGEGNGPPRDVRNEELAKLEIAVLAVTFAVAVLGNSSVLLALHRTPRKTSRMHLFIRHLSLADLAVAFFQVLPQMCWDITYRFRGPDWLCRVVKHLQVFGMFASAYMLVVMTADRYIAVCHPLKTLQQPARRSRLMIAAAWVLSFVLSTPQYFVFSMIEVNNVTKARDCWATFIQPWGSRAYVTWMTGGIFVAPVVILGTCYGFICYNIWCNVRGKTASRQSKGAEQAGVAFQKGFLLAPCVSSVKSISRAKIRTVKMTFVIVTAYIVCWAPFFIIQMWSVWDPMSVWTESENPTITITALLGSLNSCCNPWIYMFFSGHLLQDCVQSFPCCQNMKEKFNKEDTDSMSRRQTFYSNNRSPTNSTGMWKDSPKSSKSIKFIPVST
DNA FID counter: counter-screen for HCV NS3 helicase inhibitors: DNA intercalator displacement | AID 1845 | 0.17% of 290,000 active | DNA fluorescent intercalator displacement, fluorescence | inhibition, % at 7.9 µM; in the data active = inhibition above about 37%;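 also: 0% = vehicle and 100% = reference compound; higher means more ethidium bromide displaced from hairpin DNA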
PHOSPHO1 block: inhibitors of human PHOSPHO1 phosphatase. Q8TCT1. recombinant PHOSPHO1, absorbance phosphatase assay. inhibition, % at 13.3 µM. 1.1% of 290,000 active. AID 1565; in the data active = inhibition above about 60%
Target sequence (Q8TCT1 whole entry, looked up): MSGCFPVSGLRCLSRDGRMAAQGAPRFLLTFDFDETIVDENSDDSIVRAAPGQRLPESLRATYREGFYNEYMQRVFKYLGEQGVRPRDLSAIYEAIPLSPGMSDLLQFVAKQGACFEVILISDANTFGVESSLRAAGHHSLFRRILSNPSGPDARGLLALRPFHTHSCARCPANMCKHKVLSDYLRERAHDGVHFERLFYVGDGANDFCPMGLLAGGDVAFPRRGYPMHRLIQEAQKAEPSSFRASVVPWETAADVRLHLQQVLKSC
Starred values were filed as active, the others as inactive; · = no result given.

SMILES	GPR7 antag	IMP-1 inh	GalR3 antagonist	VIM-2 inh	HCV NS3 hel inh	OXTR agonist	V1R ag counter	DNA FID counter	PHOSPHO1 block
S=C(NCc1ccco1)Nc1ccc(Cl)cn1	-2	-0.7	-3	-2.0	-3	-0.7	-0.3	-11	-13
CCn1cc(C(=O)NN)c(=O)c2cc(F)c(N3CCOCC3)cc21	-6	-2.9	-1	-3.4	-2	-0.5	0.3	-23	33
COc1cc(NC(=O)c2c(F)c(F)c(OC)c(F)c2F)ccc1NC(=O)c1cccs1	-17	-1.9	-1	-2.0	3	1.7	1.3	-23	9
Cc1cc2cc(CNS(=O)(=O)c3ccccc3)ccc2n1C	-2	-3.0	·	-1.9	-40	2.6	2.4	-9	10
CCNc1nc(NCC)n2c(SCC(=O)Nc3ccccc3)nnc2n1	-4	-0.8	2	0.3	7	0.7	0.8	-14	21
COC(=O)c1c(N2C(=O)CC(Sc3ncccc3C(=O)O)C2=O)sc(C)c1C (stereo unspecified)	-5	-2.3	5	0.7	13	-1.0	0.4	-25	8
O=C(O)CCN1C(=O)/C(=C\c2ccc(OCc3ccccc3)c(OCc3ccccc3)c2)SC1=S	-12	-1.7	0	-2.5	11	0.9	1.2	-28	18
Cc1ccc(CN(C)C(=O)C2CCC(=O)N(C3CCCCCC3)C2)cc1 (stereo unspecified)	11	-2.9	-8	-3.3	-1	-0.3	2.8	-48	11
COc1ccc(S(=O)(=O)N(C)CC(=O)N2CCCCCC2)cc1OC	-14	-3.1	-2	-4.6	7	-0.3	-0.6	-13	16
CC(C)(C)C(=O)Nc1ccc(C(=O)N/N=C/C2CC3C=CC2C3)cc1 (stereo unspecified)	-12	0.0	3	-2.1	9	0.5	1.2	-12	21
Cc1ccc(Cn2nnc3c(=O)[nH]c(C4CCN(C(=O)c5cccs5)CC4)nc32)cc1	-20	-3.3	-3	-4.0	-13	-0.5	1.6	-10	-4
CCCC1CCc2c(sc(NC(=O)OCC)c2C#N)C1 (stereo unspecified)	-12	-2.5	-2	-3.5	4	1.3	-0.1	-15	-8
O=C(Cn1c(=O)oc2cc(S(=O)(=O)N3CCCCC3)ccc21)N1CCc2ccccc21	-1	-0.5	3	-0.4	0	0.4	0.7	-3	-7
COc1cc(/C=C/C(=O)O)cc(S(=O)(=O)NCC2CCCO2)c1OC (stereo unspecified)	-7	-3.2	3	-4.3	-2	-0.3	-0.1	-6	12
COc1ccccc1-n1cnc2cc(NCc3ccccc3O)ccc21	-7	-1.3	-7	-1.4	-4	5.4	4.3	-22	37
COc1cccc(C(=O)NCC(c2cccnc2)N2CCN(c3ccccc3OC)CC2)c1 (stereo unspecified)	-7	-1.8	·	-3.6	-5	-0.1	0.4	-25	-14
COC(=O)c1cc(S(=O)(=O)Nc2nn(C)c3cccc(F)c23)oc1C	-15	1.3	6	0.8	5	-0.5	0.2	-4	33
CCCOc1ccc(OCCNC2CCCC2)cc1	0	1.3	-6	2.0	2	2.0	-0.4	20	15
S=C(c1ccc(-c2ccc(Cl)cc2)o1)N1CCCCC1	0	0.1	-7	4.2	16	-1.7	-1.2	-6	-13
O=C1c2ccccc2C(Nc2ccccc2F)N1c1cccnc1 (stereo unspecified)	2	-1.4	·	0.8	-8	-1.4	0.7	-6	0
O=C1CCN2C=Nc3cccc4ccc1c2c34	2	12*	-1	12*	5	38*	29*	-1	20
Cc1nc(N)sc1-c1csc(Nc2ccc(S(N)(=O)=O)cc2)n1	2	-2.5	0	-1.8	8	·	·	2	14
Cc1ccc(S(=O)(=O)N(Cc2ccccc2)c2ccccc2C(=O)NCc2cccnc2)cc1	0	-2.0	-11	-0.1	-6	-1.7	0.7	-31	-4
O=C(CN(C(=O)CNC(=O)c1cccs1)c1ccc(F)cc1)NC1CCCCC1	2	-2.3	-7	-0.8	0	4.2	0.7	-37	24
O=C(NC(=S)NNC(=O)c1ccco1)c1ccc(Br)cc1	-1	-0.7	-3	-0.9	2	11	7.3	-1	-88
O=C(C1CCC(CNS(=O)(=O)c2ccc(F)cc2)CC1)N1CCOCC1 (stereo unspecified)	-16	-1.0	1	-0.9	-1	0.2	0.1	-10	-16
COc1ccc(N2CCN(C(=O)C3CCCN(S(=O)(=O)c4cccc5cccnc45)C3)CC2)cc1 (stereo unspecified)	-1	-1.3	2	1.0	-8	2.0	3.4	-29	11
COCCCNC(=O)COc1cc2c(c3oc(=O)c(C)c(C)c13)CCC(C)(C)O2	1	-2.1	-9	0.2	-14	-1.0	-1.0	-36	20
COc1cc(C(=S)N2CCOCC2)cc(OC)c1OC(=O)c1ccc(F)cc1	-10	-1.4	-6	0.9	-5	-0.5	0.7	-36	-1
Cc1cn(C2OC(COC(=O)c3ccccc3)C(O)C2O)c(=O)[nH]c1=O (stereo unspecified)	-6	-1.0	1	0.3	-2	-0.3	0.8	-1	-11
OCCNCCNCc1ccc(-c2ccccc2)cc1	0	-1.6	-4	9.3*	-12	0.7	1.9	21	-12
NC(=O)C1CCN(C(=O)c2ccc3c(=O)n(Cc4ccco4)c(SCC(=O)c4ccc(F)cc4)nc3c2)CC1	4	-2.8	·	-3.0	3	0.9	-0.6	-3	-35
CN(C)C(C)(C)/C=C/C(O)(c1ccccc1)c1ccccc1	-11	-4.0	-5	-1.7	-2	-2.1	0.3	1	11
O=C(CCn1cnc2ccccc21)N/N=C/c1ccccc1O	-6	-6.5	-4	-3.7	-8	0.2	0.4	-4	12
COC(=O)CC(=O)CSc1nc(C)cc(C)c1C#N	-9	-2.1	-1	-2.0	0	-0.1	-0.7	-4	-21
CCOc1cc(N2CCOCC2)c(OCC)cc1NC(=O)C(C)C	1	-0.9	-7	0.6	-9	-0.3	-0.1	-13	-12
CCOC(=O)N=Nc1c(O)n(CC)c2ccccc12	-9	-1.6	-1	-0.5	-6	-1.7	-0.7	-4	1
CSCCC(NC(=O)COc1ccccc1)C(=O)N1CCN(c2ccccc2F)CC1 (stereo unspecified)	0	-3.8	-7	-3.4	-4	-0.7	1.2	-37	3
COc1cc(/C=N/NC(=O)CNc2n[nH]c(=O)[nH]c2=O)ccc1OCc1ccccc1	-10	-1.3	-3	-0.6	-12	-0.2	-0.1	-23	1
O=C(NCCc1c[nH]c2ccccc12)c1cccc(S(=O)(=O)Nc2ccccc2Cl)c1	11	0.5	-6	0.8	3	2.3	4.9	-6	2
NC(=O)COc1c(-c2ccc(Br)o2)oc2ccccc2c1=O	-19	-0.8	·	4.8	-2	0.0	-0.6	-15	20
CCOC(=O)CNC(=S)N(Cc1ccccc1)Cc1cccs1	2	-3.3	-6	-0.5	-4	-1.4	-1.0	-12	-12
O=C(NC1CC1)C1C2C3C4CC5C3C5C4C12 (stereo unspecified)	-13	-1.3	0	-4.0	-3	-0.3	-0.4	-1	17
Cc1ccccc1Cn1c(CN2CCc3ccccc3C2)nc2c1c(=O)n(C)c(=O)n2C	8	-1.9	-1	2.2	4	-1.4	-0.9	-18	-10
O=C(O)CSc1ncn[nH]1	-11	-3.1	-1	-1.9	-5	0.7	0.0	1	-8
COc1ccc2[nH]c3c(=O)n(CCCN4CCOCC4)cnc3c2c1	-8	-0.5	-6	0.0	-2	0.3	-0.8	-2	-20
CC(C)CC(NC(=O)c1ccccc1)C(=O)N/N=C/c1ccco1 (stereo unspecified)	-4	-1.1	1	-2.7	9	1.0	2.6	-14	0
Cc1ccc(Cl)c2sc(NC(=O)C3CC3)nc12	7	3.3	·	-0.3	18	0.0	-0.3	-9	31
COc1cc(C(=O)N/C(=C\c2cn(C)c3ccccc23)C(=O)NCCCO)cc(OC)c1OC	-12	-1.1	1	-2.6	6	-0.5	-0.1	-28	-11
COC(=O)C(C)Oc1ccc(-c2nccc(-c3ccc(F)cc3)n2)cc1 (stereo unspecified)	-6	-2.6	-8	-3.1	-35	-1.5	-0.3	-26	7
COC(=O)C(C(=O)OC)c1ncc(C(F)(F)F)cc1Cl	-2	-1.8	-7	-1.3	9	0.2	0.3	-5	25
O=c1[nH]c2ccccc2nc1CCc1ccccc1	-11	-3.2	2	-1.3	-11	0.1	1.2	-1	36
COc1ccc(S(=O)(=O)N(C)c2ccc(C(=O)NCc3ccncc3)cc2)cc1	-10	-1.9	-1	-1.5	-4	0.2	0.1	-8	41
N#Cc1c(-c2ccncc2)c2c([nH]c1=O)-c1ccccc1OC2	-9	-3.2	0	-0.9	0	-0.3	-0.5	-3	27
CCOc1ccccc1CNC(=O)C1CCN(C(=O)N2CC(C)Oc3ccc(C)cc32)CC1 (stereo unspecified)	0	-4.5	·	-2.2	-5	1.3	2.3	-52	25
CCOC(=O)C(NCCCCl)c1ccccc1 (stereo unspecified)	-7	-3.7	-5	-0.7	21	0.0	0.0	0	24
CC(C)(C)n1nnnc1C(c1ccc(Cl)cc1)N1CCCc2ccccc21 (stereo unspecified)	0	-2.3	-1	-2.5	2	-0.9	0.3	2	32
Cc1ccc(C(=O)c2c3ccc(N)cc3nn2CCC(N)=O)cc1	-2	-3.9	-3	-0.9	19	-1.2	-0.4	-19	15
Cc1c(NC(=O)C2CCCN2C(=O)c2cccs2)c(=O)n(-c2ccccc2)n1C (stereo unspecified)	2	-1.6	2	0.9	-9	-0.4	0.7	-2	·
COC(=O)CSc1nc(COc2ccccc2)nc2ccccc12	-2	-2.2	-10	-0.8	-4	-2.5	-1.6	-21	·
Next part
SMILES	GPR7 antag	IMP-1 inh	GalR3 antagonist	VIM-2 inh	HCV NS3 hel inh	OXTR agonist	V1R ag counter	DNA FID counter	PHOSPHO1 block
CCOC(=O)Cc1cnc(NC(=O)CSc2nc(C(C)C)cc(=O)[nH]2)s1	6	1.4	2	1.9	25	2.0	0.2	-24	-16
CCOC(=O)c1cn(CC)c2ccc(S(=O)(=O)N3CCC(C)CC3)cc2c1=O	-13	-4.9	-4	-4.5	-6	-0.9	-1.1	-24	4
CN1CCN(S(=O)(=O)c2ccc(SCCOc3ccccc3)nc2)CC1	7	-1.7	0	-2.0	-21	7.4	2.1	10	-10
COCCCNC(=O)Cn1c(=O)n(CC(=O)N2CCCCC2)c(=O)c2sccc21	4	-0.1	2	-0.8	5	-0.7	-0.4	1	40

Random draw from the library (roughly 4.3% active in at least one column).
